High-throughput results deposited in PubChem BioAssay by several laboratories.
PMI inhibitors: MPI enzyme activity inhibition – biochemical, fluorescence intensity, coupled assay, primary screen (AID 1209). purified PMI enzyme, coupled fluorescence intensity; higher % means a stronger effect. inhibition, % at 20 µM, or IC50 in µM where a hit was titrated. actives 0.42% (n = 190,000);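 further: plate controls were DMSO vehicle for no effect and wells lacking substrate for full effect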
XIAP antagonists: small molecules displacing peptide from XIAP – biochemical, IAP family, fluorescence polarization (AID 1018); XIAP BIR domain, fluorescence polarization peptide displacement; higher % means a stronger effect; displacement, % at 20 µM, or IC50 in µM where a hit was titrated; actives 0.007% (n = 200,000); in the data active means displacement above about 50%; further: a part of the inactive calls stands beside numbers as strong as those of hits
WT yeast gro inh: growth inhibition of WT yeast, mitochondrial fusion screen; mitochondrial fusion phenotypic screen, WT strain; inhibition, % at 10 µM; actives 2.1% (n = 190,000); in the data active means inhibition above about 58%; tested in S. cerevisiae
Myeloid diff 2: compounds promoting myeloid differentiation; ER-HoxA9 myeloid progenitors, lysozyme-GFP differentiation, flow cytometry; calls only at 10 µM; actives 1% (n = 360,000); AID 624256;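 active means normalized GFP-positive differentiation at or above the plate's own cutoff, the solvent-only control mean plus 3 SD; inconclusive means no clear call, values can overlap the other calls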;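 further: cells exposed to compound for four days before flow analysis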
PMI inhibition: MPI inhibition at elevated mannose 6-phosphate – biochemical, fluorescence intensity, high mannose 6-phosphate, primary screen (AID 1220) | actives 0.66% (n = 190,000) | recombinant PMI enzyme, coupled fluorescence intensity; higher % means a stronger effect | one-dose inhibition, % at 20 µM; IC50 in µM for titrated hits
PhoP inhibition: inhibitors of PhoP regulon expression, primary screen, Salmonella Typhimurium, GFP reporter (AID 1863); S. Typhimurium PhoP-regulated promoter GFP reporter, 4 h; higher % means a stronger effect; inhibition, % at 50 µM, or IC50 in µM where a hit was titrated; actives 0.16% (n = 300,000);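 active means inhibition over 29.93%, a cutoff 3 SD above the screen mean, later confirmed by dose response; inconclusive means inhibition over 29.93% but no dose response follow-up; inactive means inhibition at most 29.93% or unconfirmed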;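 further: 0% = low Mg2+ inducing control and 100% = high Mg2+ repressing control; strong numbers were not always called active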
Siah-1 displacement: blockers of Siah-1 interaction with plectin peptide – biochemical, fluorescence polarization, rhodamine-plectin, uHTS, primary screen (AID 1817). Siah-1 / rhodamine-plectin peptide fluorescence polarization; higher % means a stronger effect. one-dose displacement, % at 20 µM; IC50 in µM for titrated hits. actives 0.02% (n = 290,000);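 active means displacement of at least 50% at 20 µM, with a fluorescence ratio check between 0.3 and a set limit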;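 further: plate controls were Siah plus tracer with DMSO for no effect and tracer alone without Siah for full effect; strong numbers were not always called active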
RSV antiviral HEp-2: inhibition of RSV-induced cytopathic effect – HEp-2 cells, primary 10 µM value included (AID 2391); HEp-2 cells, RSV-induced CPE inhibition; higher % means a stronger effect; CPE inhibition, % at 10 µM; hits with a dose series show IC50 in µM; actives 0.13% (n = 310,000); in the data active means a potency from the dose series; inconclusive means CPE inhibition mostly from about 23% at the one dose, without a potency; inactive means the rest, 99 in 100 with CPE inhibition below about 21%; further: strong numbers were not always called active
TNAP activation fold: human TNAP enzyme activators, primary screen, biochemical, luminescent, no phosphate acceptor, uHTS (AID 1001); purified TNAP, luminescent activation assay, no phosphate acceptor; higher activation fold means a stronger effect; activation fold at 20 µM, or EC50 in µM where a hit was titrated; actives 0.03% (n = 200,000); in the data active means activation fold from about 3, or a potency from the dose series; inactive means the rest, 99 in 100 with activation fold below about 1.6; further: many of its hits are not listed in these tables
WT yeast gro inh mutant strain: also measured in WT yeast gro inh; calls as there; inhibition, %; mitochondrial fusion phenotypic screen, mutant strain inhibition
Myeloid diff 2 GFP+ MAC1+ %: recorded beside Myeloid diff 2, whose call it bears; GFP+ MAC1+ double positive, %; measured here: differentiation confirmed by MAC1 staining
* hit, by the source's call; i = inactive; ? = inconclusive; · = no result given; + = active, no number; & = joins results of further samples. Unless noted, no stated cut-off is given here; in the data, active means inhibition above about 50%; inactive means the rest.

SMILES	PMI inhibitors	XIAP antagonists	WT yeast gro inh	WT yeast gro inh mutant strain	Myeloid diff 2	Myeloid diff 2 GFP+ MAC1+ %	PMI inhibition	PhoP inhibition	Siah-1 displacement	RSV antiviral HEp-2	TNAP activation fold
O=C(NC1CCCCC1)N(CCN1CCOCC1)Cc1cc2cc3c(cc2[nH]c1=O)OCCO3	7%	-3.7%	5	0	i	1.0	8%	-9%	4%	0.7%	1.1
O=C(Cc1cccc(F)c1)Nc1ccc2c(c1)CCC2	·	·	·	·	i	0.4	·	-4%	11%	3.8%	·
CC1CC(C)CN(CCCNC(=O)c2nn(C)c3c2CS(=O)(=O)c2ccccc2-3)C1 (stereo not given)	·	·	·	·	i	4.9	·	-3%	9%	-0.5%	·
O=C(CCN1C(=O)CSC1=O)Nc1ccc(Br)cc1	-6%	-2.5%	1	-4	i	0.5	-6%	-3%	4%	1.1%	1.1
CC(/C=N/n1c(-c2cc(C)[nH]n2)n[nH]c1=S)=C\c1ccccc1	18%	-2.9%	-24	5	i	0.4	7%	-3%	4%	2.9%	1.5
Cc1cccc(NC(=S)N2CCC(c3nc4ccccc4o3)CC2)c1C	11%	-4.6%	8	-1	i	6.1	9%	-6%	-2%	-0.8%	1.1
CCCCn1cnc2sc3c(c2c1=N)CCCC3	6%	0.3%	-19	1	i	0.6	-1%	11%	3%	2.9%	1.1
O=[N+]([O-])c1ccc(NCCCO)c(C(F)(F)F)c1	0%	-4.9%	-4	-17	i	0.4	1%	-1%	3%	8.8%	1.1
CCOc1nc(C)ccc1-c1noc(-c2cccnc2)n1	·	·	·	·	i	0.5	·	9%	4%	1.1%	·
COc1ccc(C(=O)Nc2oc(-c3ccccc3)c(-c3ccccc3)c2C#N)cc1OC	14%	-5.0%	12	14	i	1.1	21%	-11%	3%	10%	1
COc1cc(C2CC(=O)N3CN(Cc4ccco4)CSC3=C2C#N)ccc1OCc1ccccc1 (stereo not given)	50%*	3.2%	12	10	i	1.2	74%*	2%	-3%	0.4%	1
COc1ccccc1C1CCN(C(=O)c2cccs2)CC1	·	·	·	·	i	1.4	·	-1%	4%	2.9%	·
Oc1c(C(Nc2nc3ccccc3s2)c2ccco2)ccc2cccnc12 (stereo not given)	-1%	-1.2%	-9	-11	?	·	35%	42%	-3%	5.9%	1.3
Cc1ccc(Cl)cc1NC(=O)COC(=O)C12CC3CC(CC(C3)C1)C2	20%&2%	-2.9%&-3.4%	4&-4	7&-2	i	0.6&0.8	10%&9%	0%&-9%	2%&14%	1.0%&-0.1%	1&1.1
O=C(CN1CCCCCC1)N1c2ccccc2Sc2ccccc21	0%	-6.6%	9	-8	i	0.3	-2%	6%	-1%	-0.9%	1
O=C(Cn1nnc2ccccc21)OCC(=O)c1ccccc1	-20%	-6.1%	-9	7	i	1.1	-21%	5%	-2%	0.3%	1
CCC(C(=O)N1CCOCC1)n1nc(C)c2sc3ccccc3c2c1=O (stereo not given)	·	·	·	·	i	1.9	·	-5%	16%	11%	·
Cc1ccccc1NC(=O)C(C)Sc1nnc(-c2ccncc2)n1CC1CCCO1 (stereo not given)	·	·	·	·	i	6.8	·	-4%	3%	1.3%	·
COc1nc(OCCNS(=O)(=O)c2ccc(C)cc2)nc(N(C)C)n1	·	·	·	·	i	0.0	·	-4%	2%	2.5%	·
COC(=O)c1cc(-c2ccc(Br)cc2)on1	-3%	3.5%	10	7	i	2.8	6%	-2%	4%	2.6%	1.2
CN(C(=O)COC(=O)c1cccc(F)c1)c1ccccc1	·	·	·	·	i	2.0	·	3%	4%	1.6%	·
CCc1ccc(NC(=S)N2CCN(c3cccc(C(F)(F)F)c3)CC2)cc1	0%	-2.3%	21	19	i	1.0	-7%	-4%	11%	5.1%	1.1
Cc1csc(NC(=S)Nc2cccc(Cl)c2)n1	14%	-5.4%	67	72	i	1.4	17%	14%	13%	12%	1.5
COc1cccc(CNC(=O)CCS(=O)(=O)Cc2ccc(C)cc2)c1	·	·	·	·	i	1.1	·	3%	-2%	6.1%	·
CN(C)c1cccc2c(/C=N/O)ccc(N(C)C)c12	22%	-3.5%	8	-4	i	0.1	52%*	3%	4%	-0.6%	1.1

The final 2 entries of the section before lead into the next.
SMILES	PMI inhibitors	XIAP antagonists	WT yeast gro inh	WT yeast gro inh mutant strain	Myeloid diff 2	Myeloid diff 2 GFP+ MAC1+ %	PMI inhibition	PhoP inhibition	Siah-1 displacement	RSV antiviral HEp-2	TNAP activation fold
COc1cccc(CNC(=O)CCS(=O)(=O)Cc2ccc(C)cc2)c1	·	·	·	·	i	1.1	·	3%	-2%	6.1%	·
CN(C)c1cccc2c(/C=N/O)ccc(N(C)C)c12	22%	-3.5%	8	-4	i	0.1	52%*	3%	4%	-0.6%	1.1
Cc1nc2nc(SCC(=O)c3cccc([N+](=O)[O-])c3)[nH]c2cc1Br	6%	-5.6%	17	-5	i	0.3	9%	-9%	3%	17%	0.9
COC(=O)c1c(C)[nH]c(C)c1-c1cccc([N+](=O)[O-])c1	2%	-2.8%	52	34	i	0.7	4%	-6%	2%	4.5%	1.1
Nn1c(SCC(=O)N2CCOCC2)nnc1-c1ccccc1Cl	0%	-2.2%	-9	-17	i	7.1	0%	12%	2%	0.3%	1.1
CC(C)N(Cc1ccccc1)C(=O)CN1C(=O)c2ccccc2C1=O	·	·	·	·	i	0.2	·	-5%	-1%	1.0%	·
CCn1cc(S(=O)(=O)N2CCN(c3ccc(Cl)cc3)CC2)cn1	·	·	·	·	i	1.2	·	-3%	0%	1.4%	·
COc1cccc(/C=N/n2c(CO)nc3ccccc32)c1OC	-2%	-3.3%	1	-1	i	1.0	0%	-3%	1%	1.2%	1.1
COc1cc(NC(=O)C2CC(=O)N(CCc3ccc(F)cc3)C2)cc(OC)c1OC (stereo not given)	·	·	·	·	i	0.9	·	12%	1%	1.3%	·
Cc1cc(=O)[nH]c(/N=C(\N)Nc2ccc(SC(F)F)cc2)n1	-3%	-2.8%	-14	5	i	0.4	-2%	6%	2%	1.9%	1.3
COc1ccc(-c2nc(C#N)c(N3CCc4ccccc4C3)o2)cc1OC	10%	-2.3%	5	0	i	1.0	12%	-4%	-1%	13%	1.1
COCCn1nnnc1C(c1cccs1)N1CCN(c2nc3ccccc3s2)CC1 (stereo not given)	24%	-2.7%	10	6	i	4.4	17%	10%	-2%	6.4%	1
N=C1c2ccccc2CN1NC(=O)c1cccc(S(=O)(=O)N2CCOCC2)c1	4%	-4.2%	5	12	i	0.2	7%	8%	7%	3.0%	1.2
CCOc1ccc(NC(=O)CC2C(=O)NCCN2C(=O)Nc2ccccc2)cc1 (stereo not given)	·	·	·	·	i	1.2	·	12%	0%	-1.0%	·
CC(=O)c1ccc(N2CCN(S(=O)(=O)c3ccc4c(c3)CC(C)N4C(=O)C3CC3)CC2)cc1 (stereo not given)	·	·	·	·	i	0.6	·	-3%	0%	13%	·
COc1ccc(OC)c(S(=O)(=O)N2CCC(C(=O)N3CCN(Cc4ccccc4)CC3)CC2)c1	11%	-7.2%	·	·	i	0.5	7%	9%	0%	0.1%	1.1
NNC(=O)CNC(c1ccccc1)c1cc(Br)ccc1NC(=O)CCN1CCOCC1 (stereo not given)	9%	-9.0%	-3	-4	i	0.9	-1%	-1%	-5%	0.4%	1.1
COc1ccc(S(=O)(=O)NNC(=O)Nc2ccc(C)cc2)c(OC)c1	·	·	·	·	i	1.3	·	1%	3%	1.4%	·
COc1ccccc1N1CCN(C(=O)CNC(=O)c2cn(-c3ccccc3OC)c(=O)c3ccccc23)CC1	-4%	-5.5%	-10	7	i	1.3	-3%	-3%	3%	-0.8%	1.1
Cc1nonc1OCCCNc1ccc([N+](=O)[O-])cc1Cl	-7%	4.5%	3	2	+	1.2*	9%	0%	-3%	0.7%	1.1
CCCN(CCC)c1nc(C#N)nc(N(CCC)CCC)n1	10%	-4.4%	33	-8	i	0.7	12%	-2%	4%	3.4%	1
CCOC(=O)c1c(-c2cccs2)csc1NC(=O)CN(CC)CC	11%	-0.5%	-1	-2	i	0.5	5%	-6%	-1%	17%	1.1
COc1ccccc1N(CC(=O)NC1CCCC1)C(=O)CCC(=O)Nc1cc(C)on1	16%	0.3%	-11	-8	i	1.1	13%	-3%	1%	3.8%	1.1
Cc1ccc(-c2ccc(=O)n(CC(=O)Nc3cccc(C(=O)N4CCN(C)CC4)c3)n2)cc1	3%	1.1%	-13	-6	i	0.6	6%	10%	1%	0.1%	1.1
CCOC(=O)c1c(C)[nH]c(C(=O)C(C)OC(=O)c2oc3ccccc3c2COC)c1C (stereo not given)	6%	-1.2%	-21	7	i	1.3	2%	11%	-2%	4.5%	1.1
Cc1oc2c(CN3CCCCC3C)c(O)ccc2c(=O)c1-c1ccccc1 (stereo not given)	·	·	·	·	i	0.9	·	13%	8%	0.1%	·
Cc1ccc(S(=O)(=O)N2CCOC23CCN(C(=O)c2cc(Cl)ccc2Cl)CC3)cc1	·	·	·	·	i	0.0	·	1%	1%	47%	·

Retrieved one by one from above (2):
SMILES	PMI inhibitors	XIAP antagonists	WT yeast gro inh	WT yeast gro inh mutant strain	Myeloid diff 2	Myeloid diff 2 GFP+ MAC1+ %	PMI inhibition	PhoP inhibition	Siah-1 displacement	RSV antiviral HEp-2	TNAP activation fold
Nn1c(SCC(=O)N2CCOCC2)nnc1-c1ccccc1Cl	0%	-2.2%	-9	-17	i	7.1	0%	12%	2%	0.3%	1.1
Cc1oc2c(CN3CCCCC3C)c(O)ccc2c(=O)c1-c1ccccc1 (stereo not given)	·	·	·	·	i	0.9	·	13%	8%	0.1%	·

(cont.)
SMILES	PMI inhibitors	XIAP antagonists	WT yeast gro inh	WT yeast gro inh mutant strain	Myeloid diff 2	Myeloid diff 2 GFP+ MAC1+ %	PMI inhibition	PhoP inhibition	Siah-1 displacement	RSV antiviral HEp-2	TNAP activation fold
Cc1cccc(Nc2nnc(SC/C(O)=C(\C#N)c3nc4ccccc4[nH]3)s2)c1C	2%	-2.1%	1	-39	i	0.7	12%	18%	2%	2.2%	1.2
N=c1nc(N)nc2n1NC(c1ccc(F)cc1)=CS2	-5%	-11%	12	5	i	11	-20%	4%	-4%	-2.7%	1.1
CC(=O)Nc1ccc(S(=O)(=O)NC2=NCN(CCOC(=O)c3ccccc3)CN2)cc1	8%	-3.8%	6	6	i	0.8	4%	1%	-2%	0.1%	1
COc1cccc(C2CC(c3ccc(C(C)C)cc3)n3nc(N)nc3N2)c1 (stereo not given)	12%	-1.3%	4	1	i	3.2	11%	4%	3%	1.1%	1.1
COC(=O)c1c(C(=O)OC)c(-c2ccc(C(C)(C)C)cc2)n2c1CS(=O)C2 (stereo not given)	-1%	-3.3%	-5	-1	i	0.6	-2%	-8%	1%	-0.1%	1
COc1ccc(CCN(C(=O)C(F)(F)F)C(C(=O)NC2CCCCC2)c2ccc(C)s2)cc1 (stereo not given)	10%	-2.3%	3	-47	i	7.5	10%	-8%	-1%	-0.3%	1.1
Cc1ccc(C2CC(c3cccc(C)c3)n3nc(N)nc3N2)cc1 (stereo not given)	18%	-2.9%	-12	-20	i	2.9	19%	-11%	-2%	0.6%	1

An unsorted share of the library; 3.1% or so of the library scored in one or more.
